Assay outcomes: PubChem BioAssay, several laboratories
RSV CPE inhibition: RSV antiviral activity via CPE protection, HEp-2 cells, primary 10 µM value included (AID 2391); CPE inhibition, % at 10 µM, or IC50 in µM where a hit was titrated; actives 0.13% (n = 310,000); HEp-2 cells, RSV-induced CPE inhibition; higher % means a stronger effect; in the data active means a potency from the dose series; inconclusive means CPE inhibition mostly from about 23% at the one dose, without a potency; inactive means the rest, 99 in 100 with CPE inhibition below about 21%; further: strong numbers were not always called active
GPR35 antagonists: GPR35 antagonists blocking zaprinast-driven arrestin recruitment, primary screen, imaging, U2OS, beta-arrestin-GFP, zaprinast agonist (AID 2058). U2OS GPR35 beta-arrestin-GFP translocation imaging, zaprinast antagonism; higher % means a stronger effect. inhibition, % at 10 µM; hits with a dose series show IC50 in µM. actives 0.052% (n = 290,000);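 active means inhibition of at least 50% with at least 30 cells and total cytoplasm GFP at most 10,000,000; inconclusive means under 30 cells or total GFP of 10,000,000 plus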
Autophagy HCS: autophagy modulators in MEF cells, primary screen, imaging, high-content, MEF GFP-LC3; MEF GFP-LC3 puncta imaging; test concentration mostly 10 µM; calls only at 10 µM (by protocol); actives 0.98% (n = 190,000); AID 463193, 2010;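 active means percentage of spot-positive cells more than 3 SD above its plate mean, without a fluorescence outlier flag or 80% toxicity; inconclusive means no clear call, values can overlap the other calls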;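 further: spot-positive cell cutoff set from DMSO-treated cells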
LYP inhibition: inhibitors of LYP phosphatase, biochemical, fluorescence intensity, uHTS (AID 1779) | Tyrosine-protein phosphatase non-receptor type 22 (Homo sapiens) | recombinant LYP phosphatase, fluorescence intensity; higher % means a stronger effect | inhibition, % at 11.5 µM, or IC50 in µM where a hit was titrated | actives 0.054% (n = 290,000); in the data active means inhibition above about 50%;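 further: plate controls were vehicle with enzyme for no effect and no enzyme for full effect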
WT yeast gro inh: growth inhibition of WT strain, primary screen, mitochondrial fusion inhibitor project, WT and mutant strains, chemical genetic | mitochondrial fusion phenotypic screen | inhibition, % at 10 µM | actives 2.1% (n = 190,000) | AID 1362, 2008; in the data active means inhibition above about 58%; tested in S. cerevisiae
NTR1 agonist: agonists of NTR1, primary screen, imaging, U2OS cells, beta-arrestin-GFP, high content (AID 493036). activation, % at 20 µM. actives 0.17% (n = 330,000). NTR1-U2OS beta-arrestin-GFP spot imaging, agonist mode;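 active means activation at or above 40% of the spot to cytoplasm intensity ratio, with at least 20 cells analyzed; inconclusive means wells under 20 cells, flagged as cytotoxic or low count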;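 further: 0% = DMSO without peptide and 100% = 100 nM NTR1 peptide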
Target sequence (P30989 whole entry, looked up): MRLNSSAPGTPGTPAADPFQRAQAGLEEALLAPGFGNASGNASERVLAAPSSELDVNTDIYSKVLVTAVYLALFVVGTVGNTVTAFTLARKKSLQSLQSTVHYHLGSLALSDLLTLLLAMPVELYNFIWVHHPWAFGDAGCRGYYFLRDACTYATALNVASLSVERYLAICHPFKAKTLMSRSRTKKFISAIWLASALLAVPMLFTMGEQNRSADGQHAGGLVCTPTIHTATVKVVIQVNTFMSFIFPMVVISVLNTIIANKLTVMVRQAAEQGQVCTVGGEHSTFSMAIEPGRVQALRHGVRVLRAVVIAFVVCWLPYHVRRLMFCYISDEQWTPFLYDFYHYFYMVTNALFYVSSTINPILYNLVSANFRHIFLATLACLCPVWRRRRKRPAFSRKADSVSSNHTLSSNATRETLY
AID2073: inhibitors of Mint1-CaV2.2 protein interaction, biochemical, HTRF (AID 2073); actives 0.19% (n = 290,000); Voltage-dependent N-type calcium channel subunit alpha-1B (Homo sapiens); inhibition, % at 20 µM; hits with a dose series show IC50 in µM; HTRF protein-protein interaction, Mint1-CaV2.2; higher % means a stronger effect; in the data active means inhibition mostly above about 51%, no sharp cut-off; inconclusive means no clear call, values can overlap the other calls; inactive means mostly below about 53%; further: some results filed as inactive read as strong as hits
Dengue-2 NS5 capping: Dengue-2 NS5 methyltransferase inhibitors, primary screen, biochemical, confirmation dose response (AID 588689). actives 0.3% (n = 340,000). one-dose inhibition, % at 25 µM; IC50 in µM for titrated hits. Genome polyprotein (Dengue virus type 2 (strain 16681-PDK53)). Dengue-2 NS5 methyltransferase capping enzyme assay, biochemical; higher % means a stronger effect; in the data active means a potency from the dose series; inconclusive means inhibition above about 29% without an active follow-up result
UTI89 phage lysis: inhibition of K1F phage lysis, E. coli UTI89, bacterial capsule biogenesis inhibitors, alamar blue (AID 488966) | one-dose inhibition, % at 100 µM; IC50 in µM for titrated hits | actives 0.02% (n = 340,000) | E. coli UTI89 K1F phage lysis, alamar blue, 2 h; higher % means a stronger effect;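 active means phage lysis inhibition, versus mean bacterial control, above a set limit; inconclusive means no clear call, values can overlap the other calls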;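 further: capsule biogenesis inhibitors block K1F phage lysis so surviving cells raise fluorescence; higher fluorescence means more inhibition of phage lysis; actives were called in the ten point dose series up to 300 µM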
WT yeast gro inh mutant strain: also measured in WT yeast gro inh; calls as there; inhibition, %; mitochondrial fusion phenotypic screen, mutant strain inhibition
Autophagy HCS cell loss 18 h: recorded beside Autophagy HCS, whose call it bears; toxicity, %; measured here: cell loss, nuclei count;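 cell loss after 18 h compound exposure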
NTR1 agonist cell count 20 µM: also measured in NTR1 agonist; calls as there; cell count; measured here: cell count, cytotoxicity flag
* marks the source's active call; other numbers are inactive results; i = inactive; ? = inconclusive; . = no result given; [ ] = remark or other dose.

entry	Compound	RSV CPE inhibition	GPR35 antagonists	Autophagy HCS	Autophagy HCS cell loss 18 h	LYP inhibition	WT yeast gro inh	WT yeast gro inh mutant strain	NTR1 agonist	NTR1 agonist cell count 20 µM	AID2073	Dengue-2 NS5 capping	UTI89 phage lysis
1	COc1cc(Br)c(C(=O)c2nccc3cc(OC)c(OC)cc23)cc1OC	3.6%	12%	.	.	2%	.	.	7.6	49	3%	1%	-0.6%
2	CCOc1ccc(NC(=O)C(=O)N/N=C\c2ccc(CNS(=O)(=O)c3ccccc3)o2)cc1	22%	-5%	i	24	-7%	-11	6	0.0	31	24%	-2%	4.2%
3	Cn1cnnc1SCC(=O)Nc1ccc(S(N)(=O)=O)cc1	-1.0%	-3%	.	.	-12%	.	.	0.1	71	9%	-8%	0.4%
4	COc1cccc(NC(=O)C2CCCN(c3ncnc4c3nc3n4CCCCC3)C2)c1 (stereo not given)	2.0%	-2%	.	.	-8%	.	.	1.8	70	-7%	2%	0.2%
5	O=C(C1CCN(Cc2nc(-c3ccc(Cl)cc3)no2)CC1)N1CCOCC1	8.7%	-8%	.	.	-6%	.	.	1.2	71	-3%	-2%	1.2%[50 µM]
6	CCn1c(SCC(=O)NCc2ccc(C)cc2)nnc1-c1ccncc1	-1.4%	-6%	i	4	-11%	-1	-5	-1.0	51	2%	3%	0.5%
7	O=C(Nc1cccnc1)c1cccc(S(=O)(=O)N2CCc3ccccc32)c1	3.9%	-1%	i	-2	-4%	6	15	0.2	26	9%	-7%	-0.1%
8	Cc1ccc2cc(CN(C(=O)c3ccco3)c3ccccc3)c(=O)[nH]c2c1	1.9%	6%	i	5	-4%	-2	7	1.3	48	1%	0%	-0.2%
9	Cc1ccc2c(c1)CC1(CN2C)C(=O)OC2(CCCCC2)OC1=O	0.6%	13%	i	-12	-6%	-3	5	-0.1	88	-2%	14%	0.7%
10	CCn1cc(/C=N\NC(=O)c2csc3ccccc23)c(C)n1	1.9%	5%	i	-22	-6%	-10	-13	-0.6	51	-3%	-5%	4.2%
11	N/C(=N\OC(=O)CCC1CCCC1)c1ccccc1	0.6%	-4%	i	-7	2%	2	8	0.4	38	-14%	2%	0.2%
12	CC1(c2ccc(Cl)cc2)NC(=O)N(CC(=O)N2CCCC2)C1=O (stereo not given)	1.3%	-1%	i	-8	-10%	-9	-5	1.3	80	1%	-3%	5.3%
13	Cc1ccc(-c2csc3ncnc(Oc4cccc5ccc(C)nc45)c23)cc1	2.0%	5%	i	-1	1%	31	-1	2.6	90	12%	-3%	0.0%
14	Cc1ccc2nc(SC(C(=O)c3ccccc3)c3ccccc3)nc(C)c2c1 (stereo not given)	5.0%	.	i	-7	-6%	-8	-21	1.6	57	2%	-11%	2.0%[50 µM]
15	CCC(=O)c1ccc(OCC(=O)NCC2(N3CCCCC3)CCCCC2)cc1	0.8%	12%	i	20	-6%	-9	-22	-0.1	48	-7%	-5%	-1.6%
16	COc1ccc(/C(N)=N/OC(=O)c2cccc([N+](=O)[O-])c2)cc1	2.2%	8%	i	39	-1%	17	17	7.2	47	-6%	-10%	-0.1%
17	N#Cc1ccccc1Cn1c(=O)n(CCC(=O)NCc2ccco2)c(=O)c2ccccc21	3.0%	-5%	i	17	0%	5	-11	0.5	60	-1%	-1%	1.0%[50 µM]
18	Cc1cc(C)c(S(=O)(=O)N2CCN(C(=O)CCn3nc(C)c(C)c3C)CC2)c(C)c1	3.0%	-3%	.	.	-16%	.	.	2.0	54	4%	2%	-0.2%
19	CCn1c(Oc2ccccc2C)nc2c1c(=O)n(C)c(=O)n2C	1.8%	5%	.	.	-9%	.	.	-0.3	76	2%	-3%	-0.8%
20	COc1cc(C(CCN2CCCC2)c2c(OC)cc(OC)c3c(-c4ccccc4)cc(=O)oc23)cc(OC)c1OC (stereo not given)	-1.7%	6%	.	.	-5%	.	.	41*	45*	12%	-4%	0.5%
21	COC(=O)c1ccccc1NC(=O)CN(Cc1ccccc1)S(C)(=O)=O	2.2%	5%	i	2	2%	1	8	-0.4	47	1%	-3%	-1.3%
22	CCOc1ccc(-c2c(C(=O)N/N=C(\C)c3ccncc3)nnn2-c2nonc2N)cc1	0.8%	48%	.	.	-7%	.	.	0.2	75	9%	0%	0.1%
23	COc1ccc(NC(=O)CC(NC(C)c2ccccc2)C(=O)O)cc1 (stereo not given)	-0.7%	13%	.	.	-6%	.	.	1.0	58	14%	2%	0.4%
24	O=C1CS(=O)(=O)c2ccccc2N1	1.6%	-2%	.	.	-9%	.	.	-0.5	106	12%	-3%	0.5%
25	COc1cc(OC)c(C(=O)OCC(=O)N2CCOCC2)cc1OC	0.4%	9%	.	.	-8%	.	.	-0.7	51	-7%	-7%	0.4%
26	O=C(CCN1C(=O)/C(=C/c2ccccc2)SC1=S)NNC(=O)c1cccnc1	2.4%	0%	i	3	0%	-9	3	0.4	49	3%	1%	4.7%
27	Cc1c(Cl)cccc1NS(=O)(=O)c1c(C(=O)N2CCOCC2)c(C)n(C)c1C	0.2%	-15%	.	.	-6%	.	.	0.1	75	17%	7%	0.0%
28	CN(CC(=O)Nc1c(Cl)cccc1Cl)C(=O)C1CCN(C(=O)Nc2ccccc2)CC1	-0.6%	.	.	.	.	.	.	1.4	61	.	-4%	1.0%[50 µM]
29	NC(=O)CCNC(=O)c1ccc(Cl)cc1	0.4%	-4%	i	-5	-5%	-10	-3	4.0	60	-10%	2%	-0.9%
30	O=C(NN=C1CCCCCC1)c1cc2ccccc2cc1O	2.3%	10%	.	.	-1%	.	.	-0.2	84	10%	-3%	2.0%[50 µM]
31	O=C(O)c1ccc2ncsc2c1	0.1%	-4%	.	.	-10%	.	.	1.5	68	-7%	-11%	0.4%
32	O=C(COc1ccc2c3c(c(=O)oc2c1)CCCC3)NCc1cccnc1	2.6%	11%	.	.	-5%	.	.	-0.8	55	10%	-1%	-0.2%
33	CC1=Nn2c(nnc2C2CCCCC2)SC1	0.5%	13%	i	-17	-5%	-5	10	1.4	89	-11%	-3%	0.1%
34	Cc1nc(SCc2ccccc2C#N)n[nH]1	1.2%	-7%	.	.	-6%	.	.	1.2	87	-10%	8%	0.4%
35	C=CCc1ccc(OCCCCNC2CCCC2)c(OC)c1	-1.9%	9%	i	13	-2%	5	16	0.0	44	-4%	-1%	-0.7%
36	Cc1cccc(C)c1NC(=S)N1CCC(c2ccccc2)C1 (stereo not given)	-0.8%	-5%	i	-6	-6%	18	22	0.9	52	3%	-2%	0.0%
37	CN(C)/C=C/C(=O)/C=C/c1ccc(Cl)cc1Cl	5.1%	-3%	i	6	6%	5	22	0.3	33	15%	-1%	1.1%
38	O=S(=O)(Nc1cccc(-c2ccc(N3CCCCCC3)nn2)c1)c1ccccc1F	53%	-6%	.	.	-3%	.	.	3.6	68	-5%	-9%	2.0%
39	CCc1cccc(CC)c1NC(=O)c1cccc(S(=O)(=O)N2CCN(C)CC2)c1	0.8%	-6%	.	.	-9%	.	.	-0.1	55	17%	0%	2.4%[50 µM]
40	CN(CC(=O)Nc1ccc(Cl)cc1)C(=O)Cc1c(F)cccc1Cl	1.2%	7%	.	.	-6%	.	.	-0.9	59	8%	3%	-0.1%
41	CCOC(=O)c1ccc(NC(=O)CSCc2ccco2)cc1	1.4%	-5%	i	-6	8%	-2	-12	-0.3	56	10%	2%	4.8%
42	O=[N+]([O-])c1cc(S(=O)(=O)NC2=NCCCCC2)ccc1Cl	0.0%	7%	i	-8	0%	3	-5	0.0	61	2%	0%	-0.2%
43	CC(C)C(NC(=O)CSCc1ccc([N+](=O)[O-])cc1)C(C)C	4.4%	3%	i	3	-3%	4	-3	-0.5	44	0%	-4%	1.5%
44	CC1(C)CC(=O)C/C(=N/Nc2nc3ccccc3s2)C1	4.2%	10%	i	-7	-1%	8	0	1.2	34	12%	7%	0.1%
45	O=C(CCCN1C(=O)/C(=C/c2ccccc2Cl)SC1=S)NNC(=O)c1cccnc1	3.5%	-17%	.	.	-3%	.	.	0.0	45	-6%	-10%	0.8%
46	Cc1ccccc1C(=O)N1CCc2cc(-c3csc(NC(=O)CN4CCCC4)n3)ccc21	?	-3%	.	.	5%	.	.	54*	46*	0%	-1%	-0.1%
47	Cc1cccc(CSC2=NN3CCCC(=O)N=C3S2)c1	3.5%	-27%	i	16	-1%	-6	-10	0.3	56	-4%	-5%	-0.6%
48	COc1ccc(NC(=O)c2ccc3c(c2)CCN3S(=O)(=O)c2ccccc2)cc1	20%	0%	.	.	-5%	.	.	3.6	73	14%	-5%	0.4%
49	CCOc1cc(/C=N/NC(=O)c2nnn(-c3nonc3N)c2C)ccc1OCc1ccc(F)cc1	2.0%	9%	.	.	-12%	.	.	12	74	27%	2%	5.6%
50	COc1ccc(NS(=O)(=O)c2cccc(NC(=O)c3ccc(Cl)nc3)c2)cc1	5.3%	6%	i	-8	-2%	-7	-4	-0.4	67	0%	-2%	0.3%
51	COc1ccc(-n2c(C)cc(/C=N/Nc3nnc(C)n3N)c2C)cc1	3.0%	13%	i	5	-5%	0	3	0.7	80	-16%	6%	0.3%
52	CSc1nc(C)c(CCOCc2ccccc2)c(=O)[nH]1	0.9%	-4%	i	3	5%	3	7	-1.5	66	1%	6%	0.0%
53	COCCn1nnnc1C(c1ccc(OC)c(OC)c1)N1CCN(c2nc3ccccc3s2)CC1 (stereo not given)	12%	9%	i	6	-3%	.	.	-0.8	52	0%	-2%	0.1%
54	Cc1ccc(NC(=S)/C(=C(\[O-])c2ccc(F)cc2)[n+]2ccccc2)cc1	2.2%	-13%	i	-1	4%	-1	-6	2.7	46	5%	-1%	0.3%
55	Cc1cc(C)n2nc(C(=O)Nc3ccc4c(c3)OCO4)cc2n1	3.1%	-10%	i	-2	0%	-6	-2	2.5	54	12%	-1%	1.6%

Retrieved one by one from the entries so far:
entry	Compound	RSV CPE inhibition	GPR35 antagonists	Autophagy HCS	Autophagy HCS cell loss 18 h	LYP inhibition	WT yeast gro inh	WT yeast gro inh mutant strain	NTR1 agonist	NTR1 agonist cell count 20 µM	AID2073	Dengue-2 NS5 capping	UTI89 phage lysis
31	O=C(O)c1ccc2ncsc2c1	0.1%	-4%	.	.	-10%	.	.	1.5	68	-7%	-11%	0.4%
36	Cc1cccc(C)c1NC(=S)N1CCC(c2ccccc2)C1 (stereo not given)	-0.8%	-5%	i	-6	-6%	18	22	0.9	52	3%	-2%	0.0%
